hIAP inh = human IAP inhibition | P09923 | purified IAP, CDP-Star luminescence, 30 min | inhibition, % at 10 µM | actives 0.12% (n = 330,000) | AID 2544;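 active = inhibition reaching a set limit with compound at 10 µM in the primary screen, cut at about 35% in these data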;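 also: plate controls were DMSO wells with enzyme for no effect and no-enzyme buffer wells for full effect; values of inactives mirror those of a sister screen read the other way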
Target sequence (P09923 whole entry, looked up): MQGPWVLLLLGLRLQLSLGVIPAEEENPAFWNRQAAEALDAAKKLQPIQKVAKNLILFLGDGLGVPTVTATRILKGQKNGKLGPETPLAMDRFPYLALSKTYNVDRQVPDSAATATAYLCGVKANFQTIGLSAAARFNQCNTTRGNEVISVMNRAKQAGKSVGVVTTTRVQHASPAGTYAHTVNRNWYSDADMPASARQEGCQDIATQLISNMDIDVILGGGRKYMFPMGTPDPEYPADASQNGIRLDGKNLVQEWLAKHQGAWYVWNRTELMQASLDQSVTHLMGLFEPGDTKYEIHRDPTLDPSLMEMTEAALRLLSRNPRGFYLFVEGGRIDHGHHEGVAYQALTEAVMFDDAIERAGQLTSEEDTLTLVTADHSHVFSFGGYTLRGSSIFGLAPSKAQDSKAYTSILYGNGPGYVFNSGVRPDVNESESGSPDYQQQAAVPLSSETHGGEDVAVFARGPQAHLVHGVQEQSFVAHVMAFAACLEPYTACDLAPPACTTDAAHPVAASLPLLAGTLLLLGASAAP
mIAP block = blocks mouse intestinal alkaline phosphatase. purified mouse IAP, CDP-Star luminescence, 30 min. AID 2806. actives 0.2% (n = 330,000). inhibition, % at 10 µM;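 active = inhibition of at least 40% at 10 µM in the primary screen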;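 also: plate controls were DMSO with enzyme for no effect and no enzyme wells for full effect; values of inactives mirror those of a sister screen read the other way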
A3A deaminase = human APOBEC3A DNA deaminase inhibition | P31941 | recombinant A3A, FAM/TAMRA ssDNA deamination fluorescence | inhibition, % at 20 µM | AID 493011 | actives 0.41% (n = 330,000);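 active = at least 40% inhibition at 20 µM here, with at most 30% in a related deaminase screen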;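 also: plate controls were A3A with DMSO for no effect and wells lacking A3A enzyme for full effect; some results filed as inactive read as strong as hits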
PfGluPho inh = PfG6PD (Plasmodium falciparum) enzyme inhibition; inhibition, % at 20 µM; PfGluPho enzyme, NADPH resazurin-diaphorase fluorescence; AID 504690; actives 0.78% (n = 350,000);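 active = inhibition reaching at least a set limit at 20 µM in the primary screen, cut at about 59% in these data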;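 also: 0% = DMSO wells with substrate and 100% = DMSO wells lacking glucose-6-phosphate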
HKDC1 inhibitor = blocks human hexokinase HKDC1 activity. Q2TB90. recombinant HKDC1, G6PDH/diaphorase resazurin coupled fluorescence. inhibition, % at 20 µM. actives 0.16% (n = 340,000). AID 493160;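 active = inhibition above about 35% when tested at 20 µM, limit read from the data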;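 also: plate controls were DMSO wells with enzyme for no effect and DMSO wells lacking enzyme for full effect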
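Test system: recombinant HKDC1 (HK5) hexokinase enzyme, produced in-house / Doses: 20 µM test compound, 1% DMSO / Timing: 90 min, room temperature / Detection: G6PDH/diaphorase-coupled fluorescence, 1 mM NADP, 100 µM resazurin, 525/613 nm / Control set: DMSO wells with and without enzyme mix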
hIAP act = increases human intestinal alkaline phosphatase activity; P09923; purified human IAP, CDP-Star luminescence, 30 min; hits give high values; 1 = vehicle-only enzyme, 0 = enzyme-free background; activation factor at 10 µM; actives 0.16% (n = 330,000);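 active = activation factor of the enzyme at least 2-fold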; also: the source names both 10 and 20 µM as test concentration; values of inactives mirror those of a sister screen read the other way
mIAP act = increases mouse intestinal alkaline phosphatase activity; muIAP, CDP-Star luminescence, 30 min; hits give high values; 1 = vehicle-only enzyme signal, 0 = enzyme-free wells; AID 2805; activation factor at 10 µM; actives 0.24% (n = 330,000);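 active = activation factor of at least 2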; also: the source names both 10 and 20 µM as test concentration; values of inactives mirror those of a sister screen read the other way
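Assay system: mouse IAP enzyme / Compound: DMSO-dissolved test compounds / Timing: 30 min, room temperature / Measured by: luminescence from enzymatic CDP-Star hydrolysis / Control set: DMSO-only wells, enzyme-free buffer wells as negative control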
ATG4B inh = inhibitors of human ATG4B cysteine protease; Q9Y4P1; ATG4B cleavage of LC3-PLA2, NBD-HPC fluorescence, 1 h; inhibition, % at 8.33 µM; actives 0.51% (n = 340,000); in the data active = inhibition above about 40%
Target sequence (Q9Y4P1 whole entry, looked up): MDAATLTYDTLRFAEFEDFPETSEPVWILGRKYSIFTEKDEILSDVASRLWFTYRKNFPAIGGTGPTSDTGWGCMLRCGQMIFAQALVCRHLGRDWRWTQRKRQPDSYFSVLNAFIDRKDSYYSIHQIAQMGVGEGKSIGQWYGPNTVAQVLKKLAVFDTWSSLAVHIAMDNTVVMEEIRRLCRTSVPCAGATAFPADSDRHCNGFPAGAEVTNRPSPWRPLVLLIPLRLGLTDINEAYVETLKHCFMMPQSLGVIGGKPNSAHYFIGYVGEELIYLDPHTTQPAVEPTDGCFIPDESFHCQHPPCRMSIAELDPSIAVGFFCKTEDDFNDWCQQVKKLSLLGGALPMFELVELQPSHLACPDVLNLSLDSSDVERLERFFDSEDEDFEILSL
Starred values were filed as active, the others as inactive; x = no result given. Compounds were not picked by outcome. About 2.4% of those tested had a hit in this group.

hIAP inh	mIAP block	A3A deaminase	PfGluPho inh	HKDC1 inhibitor	hIAP act	mIAP act	ATG4B inh	mol
-3	3	-7	5	4	1	0.97	6	O=C(Oc1coc(CSc2ncccn2)cc1=O)c1ccc(Br)o1
2	-2	0	-9	0	0.98	1	-7	CCn1cc(/C=C/C(=O)Nc2c(C)nn(Cc3ccccc3C)c2C)cn1
-6	2	-2	-5	-14	1.1	0.98	1	COc1ccc(S(=O)(=O)NC(C)C)cc1-n1cnnn1
4	3	-3	9	-2	0.96	0.97	-8	C[C@@H]1O[C@@H](OC[C@@H]2O[C@H](Oc3c(-c4ccc(O)cc4)oc4cc(O)cc(O)c4c3=O)[C@@H](O)[C@H](O)[C@H]2O)[C@H](O)[C@H](O)[C@H]1O
-7	10	0	33	-4	1.1	0.9	-7	Cc1[nH]c2ccccc2c1C(=O)/C=C/c1ccccc1Cl
13	-3	-5	43	-9	0.87	1	8	CCN(CC(=O)NCc1ccccn1)S(=O)(=O)c1ccc(Cl)cc1
-10	5	1	-6	3	1.1	0.95	1	COC(=O)c1c(C)oc(C)c1S(=O)(=O)N(Cc1ccccc1)C(C)C
-2	5	1	3	-5	1	0.95	-3	CN1CCN(S(=O)(=O)CC2(C)C3CCC2(C)C(=O)C3Br)CC1 (stereo not given)
4	4	0	5	-8	0.96	0.96	-1	CCOC(=O)N/N=C(\C)c1ccccc1OC(F)F
13	2	-3	7	0	0.87	0.98	4	Cc1ccc(-c2[nH]c3ccccc3c2SCCNC(=O)c2cc3ccccc3oc2=O)cc1
-38	-7	-4	0	1	1.4	1.1	-15	COc1ccccc1-c1noc(CCCC(=O)Nc2ccc(C(N)=O)cc2)n1
2	9	-1	17	-2	0.97	0.91	-13	COc1ccc(CCn2c(SCC(=O)Nc3cc(C)on3)nc3ccccc3c2=O)cc1OC
-6	2	-2	19	-7	1.1	0.98	-11	O=C(O)CCC(=O)Nc1sc2c(c1C(=O)Nc1ccccc1)CCCCC2
16	10	-3	14	-4	0.84	0.9	-7	O=C(COC(=O)/C=C/c1ccccc1)NCc1ccc(Cl)cc1
5	3	-5	-15	3	0.95	0.97	15	C=CCOc1ccn(C)c(=O)n1
16	-7	-2	0	2	0.84	1.1	3	CNC(=O)NCC12CC3CC(CC(C3)C1)C2
-8	-10	2	9	-2	1.1	1.1	-1	O=S(=O)(Nc1ncccn1)c1ccc(NC(=S)Nc2ccc(Cl)cc2)cc1
-13	-46	3	-4	9	1.1	1.5	2	CCCn1nc(NC(=O)C(C)(C)C)c2cc3cc(OC)ccc3nc21
6	-1	-5	-4	-8	0.94	1	-7	COc1cccc(N2C(=O)CC(Sc3nc(C)cc(C)n3)C2=O)c1 (stereo not given)
-9	7	-4	-22	1	1.1	0.93	-4	COC(=O)c1ccc(CSc2nc3c(cnn3-c3ccccc3)c(=O)[nH]2)o1
3	8	-3	-6	6	0.97	0.92	3	CCCOc1ccc(C(=O)Nc2ccc(C)cc2[N+](=O)[O-])cc1
-11	-2	-11	-15	-3	1.1	1	-19	O=C(CN1CCN(Cc2ccc3c(c2)OCO3)CC1)N1CCc2[nH]c3ccc(F)cc3c2C1
-19	6	-3	-13	-2	1.2	0.94	10	CCOC(=O)N1CCN(S(=O)(=O)c2c(C(=O)N3CCCCC3)c(C)n(C)c2C)CC1
x	7	-3	30	-1	x	0.93	-4	COC(=O)/C=C/c1cccc([C@H]2[C@@H]3C=CC[C@@H](C)[C@@H]3C(=O)N2Cc2ccccc2)c1
-17	-19	-5	4	-6	1.2	1.2	-2	Cc1ccc(C2(c3ccccc3)NC(=O)N(CC(=O)NCc3ccco3)C2=O)cc1C (stereo not given)
-13	7	2	11	-10	1.1	0.93	-5	CCC(C(=O)NC1CCN(C)CC1)c1ccccc1 (stereo not given)
3	-1	2	-12	-1	0.97	1	-22	COc1ccc(C(=O)N2CCC(n3c(C)nc4cc(F)ccc43)CC2)cc1OC
19	18	1	-6	14	0.81	0.81	3	O=C(COC(=O)c1ccc2c(c1Cl)C(=O)c1ccccc1C2=O)NC1CC1
6	-43	-3	4	0	0.94	1.4	7	CSc1cccc(NC(=S)Nc2ccc(F)cc2)c1
-21	-2	-6	-8	-3	1.2	1	5	O=C(O)Cn1c(Cc2ccccc2)nc2ccccc21
-36	6	-1	1	-14	1.4	0.94	9	CN(CCc1cnn(C)c1)Cc1cn[nH]c1-c1ccc(-c2ccccc2)cc1
-75	-4	-2	-17	13	1.8	1	6	CCC(C(=O)OCC(=O)Nc1c(Cl)cc(Cl)cc1Cl)c1ccccc1 (stereo not given)
-9	10	4	3	-1	1.1	0.91	-6	COc1ccc(S(=O)(=O)N2CCc3ccccc32)cc1C(=O)NC1(C)CCS(=O)(=O)C1 (stereo not given)
-27	20	5	30	-6	1.3	0.8	1	O=C(Nc1nc(-c2ccccn2)cs1)c1ccco1
-12	-16	-2	9	-7	1.1	1.2	-14	O=C(Nc1ccc2c(c1)OCCO2)C1CCCN(S(=O)(=O)c2cccc3nsnc23)C1 (stereo not given)
-5	-16	-5	-12	-7	1	1.2	-2	COc1ccc(C/C(C)=N/NC(=O)c2cc(C)oc2C)cc1
-1	8	-3	6	-2	1	0.92	33	CC1CCCCC1n1c(=S)[nH]c2ccccc2c1=O (stereo not given)
8	9	0	-11	-6	0.92	0.91	3	O=C(c1sc2cccc(Cl)c2c1Cl)N1CCN(CCc2ccccn2)CC1
-6	-2	4	23	4	1.1	1	3	CCc1c(C2(O)CCCCC2)[nH]c2ccc(C(F)(F)F)cc12
-2	2	-1	6	-3	1	0.98	-5	COc1ccc(N(CC(=O)NC2CC2)S(=O)(=O)c2ccccc2)cc1
15	7	-3	2	6	0.85	0.93	-2	O=[N+]([O-])c1ccc2c3n([n+]([O-])c2c1)CCN=C3c1ccc(Cl)cc1
12	17	-4	-9	-3	0.88	0.83	10	O=[N+]([O-])c1cccc(N/N=C/c2cc([N+](=O)[O-])ccc2O)c1
-5	-9	0	-11	1	1	1.1	0	O=C(Nc1ccc(S(=O)(=O)N2CCCCC2)cc1)C1CC(=O)N(Cc2ccccc2)C1 (stereo not given)
1	4	-1	1	3	0.99	0.95	-12	Cc1ccc(OCCCNC2CCCC2)cc1
3	-1	2	-1	-8	0.97	1	-5	COC(=O)C(C(=O)OC)c1ccc(N)cc1
-7	2	1	-9	-3	1.1	0.98	-4	CN(c1ccc(C(=O)NCc2ccncc2)cc1)S(C)(=O)=O
10	0	-4	4	1	0.9	1	-10	Cn1cc(C(=O)N/N=C/c2ccc3c(c2)OCO3)c2ccccc21
-13	11	0	13	-3	1.1	0.89	4	CC1C/C(=N/Nc2nc3ccccc3[nH]2)CC(C)(C)C1 (stereo not given)
7	6	0	-24	1	0.93	0.94	6	CCOc1c2ccc(C(=O)NCc3ccc(OC)cc3)cc2nn1CCOC
5	-8	-2	59	3	0.95	1.1	-3	CCOc1ccc(C(=O)Nc2ccc(Cl)cn2)cc1Cl
19	-2	1	x	x	0.81	1	x	COC(=O)c1ccc(OC(=O)c2ccccc2F)cc1
-1	4	-4	3	1	1	0.96	-11	O=C1CCC/C(=N\NC(=O)NC2CCCCC2)C1
-12	1	-4	-2	-2	1.1	0.99	-5	Cc1nc2ccccn2c1C(=O)CSc1ccc(Cl)cc1Cl
-2	5	-4	-7	2	1	0.95	3	CC(C)OCCCNC(=O)Cn1ncc2c(=O)oc3ccccc3c21
-43	0	2	-9	-7	1.4	0.99	48*	CCOc1ccc(C2=CS/C(=C(\C#N)c3nnc4n3CCCCC4)N2CC)cc1
-14	4	-5	2	-4	1.1	0.96	-8	CCN1CCN(CCCNC(=O)c2ccc(NC(=O)C3=CSCCO3)cc2)CC1
0	10	-2	-3	7	1	0.91	-3	N#Cc1ccc(C(=O)NC(=S)NC2CCCCC2)cc1
-7	2	-6	2	-3	1.1	0.98	0	CC(C)(C)NC(=O)c1cccc2c1-c1ccccc1C2=O
0	-1	-6	-19	-4	1	1	-10	CC(=O)N1CC(C)Oc2ccc(S(=O)(=O)NC(CC(=O)O)c3ccccc3)cc21 (stereo not given)
13	1	-2	17	-3	0.87	0.99	-2	COc1ccccc1-c1cc2nc(C)cc(C)n2n1

Sorted by the number under A3A deaminase (lowest first): 3 of the compounds above.
hIAP inh	mIAP block	A3A deaminase	PfGluPho inh	HKDC1 inhibitor	hIAP act	mIAP act	ATG4B inh	mol
-14	4	-5	2	-4	1.1	0.96	-8	CCN1CCN(CCCNC(=O)c2ccc(NC(=O)C3=CSCCO3)cc2)CC1
x	7	-3	30	-1	x	0.93	-4	COC(=O)/C=C/c1cccc([C@H]2[C@@H]3C=CC[C@@H](C)[C@@H]3C(=O)N2Cc2ccccc2)c1
-13	7	2	11	-10	1.1	0.93	-5	CCC(C(=O)NC1CCN(C)CC1)c1ccccc1 (stereo not given)

Following part:
hIAP inh	mIAP block	A3A deaminase	PfGluPho inh	HKDC1 inhibitor	hIAP act	mIAP act	ATG4B inh	mol
1	3	1	-1	-8	0.99	0.97	-11	Cc1ccc(S(=O)(=O)N(CC(O)CN2C(=O)NC(C)(C)C2=O)c2ccccc2)cc1 (stereo not given)
-30	-2	-1	-1	-4	1.3	1	-4	COc1cccc(CNS(=O)(=O)c2c(C(=O)N3CCCC3)c(C)n(C)c2C)c1
-10	0	4	-7	-1	1.1	1	-12	CCOC(=O)CSc1nnc(-c2cccnc2)o1
-18	-10	3	5	-7	1.2	1.1	4	COc1ccc(N=Cc2c(O)cc(C)oc2=O)cc1
-26	-13	-6	8	-7	1.3	1.1	4	CCOc1ccc(-n2nnnc2-c2nc3ccccc3s2)cc1
-9	6	1	-9	-3	1.1	0.94	-3	Cn1cc(CN2CCCCC2CO)c(-c2ccc(Oc3ccccc3)cc2)n1 (stereo not given)
2	10	-4	12	-4	0.98	0.9	8	COCC(=O)Nc1cc(OC)ccc1OC
5	11	-1	1	1	0.95	0.89	-7	NC(=O)c1ccc(-c2noc(-c3cccc(Cl)c3)n2)cc1
-5	0	0	2	-2	1.1	1	-10	CC1CCN(C(=S)NC2CCCCC2)CC1
13	3	2	-2	-4	0.87	0.97	2	COc1ccc(CN(C)CC(=O)N2CCc3ccccc3C2)cc1
-9	-4	-5	3	-7	1.1	1	3	C=CCN(CC=C)C(=S)NC(=O)/C=C/c1ccccc1
2	7	1	-1	-5	0.98	0.93	-6	Cc1ccc(C(=O)Nc2cc(C)c(OCC(=O)N3CCOCC3)c(C)c2)cc1
-130	-11	-4	4	-11	2.3*	1.1	3	Cc1cc(N(C)/N=C/c2ccccc2O)nc(-c2ccccc2O)n1
-10	-6	-3	x	x	1.1	1.1	x	O=C(CNCC1CCCCC1)Nc1ccc(N2CCCCC2)cc1
-6	9	4	5	-4	1.1	0.91	5	CCN(c1ccccc1)S(=O)(=O)c1ccc(NN)nc1
-11	4	-2	-17	0	1.1	0.96	-5	CCN(CC)CCn1c2c(c(SCC(=O)Nc3cc(OC)cc(OC)c3)nc1=O)CCC2
-2	8	-4	7	-2	1	0.92	-3	CCN(Cc1ccccc1)c1ccc(/C=N/NS(=O)(=O)c2ccc(C)c([N+](=O)[O-])c2)cc1
21	-4	3	-7	1	0.79	1	2	CCC/C(=N\NC(=O)C1CC1)c1ccc(Br)cc1
-22	-1	-3	7	-4	1.2	1	4	COc1ccc(-c2nc(-c3cccnc3)no2)cc1
-2	-14	-3	0	-6	1	1.1	-3	O=C(NCc1ccccc1)NC1CC2CCC(C1)N2Cc1ccco1 (stereo not given)
-6	-15	-4	-6	2	1.1	1.2	-8	CCC1(C(=O)OC)NC(c2ccco2)C2C(=O)N(c3ccccc3)C(=O)C21 (stereo not given)

Screens deposited in PubChem BioAssay by Sanford-Burnham Center for Chemical Genomics.
